Bioassay records as filed in PubChem BioAssay.
CHRM5 antagonist – blocks acetylcholine activation of human M5 receptor; inhibition, % at 3 µM; CHO-hM5 cells, Fluo-8 calcium fluorescence, ACh EC80; P08912; actives 0.59% (n = 360,000);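 active = inhibition above a per-plate cutoff, the mean of that plate's test compounds plus 3 SD, cut at about 27% in these data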;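 note: 0% = acetylcholine EC80 with DMSO and 100% = DMSO without agonist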
Target sequence (P08912 whole entry, looked up): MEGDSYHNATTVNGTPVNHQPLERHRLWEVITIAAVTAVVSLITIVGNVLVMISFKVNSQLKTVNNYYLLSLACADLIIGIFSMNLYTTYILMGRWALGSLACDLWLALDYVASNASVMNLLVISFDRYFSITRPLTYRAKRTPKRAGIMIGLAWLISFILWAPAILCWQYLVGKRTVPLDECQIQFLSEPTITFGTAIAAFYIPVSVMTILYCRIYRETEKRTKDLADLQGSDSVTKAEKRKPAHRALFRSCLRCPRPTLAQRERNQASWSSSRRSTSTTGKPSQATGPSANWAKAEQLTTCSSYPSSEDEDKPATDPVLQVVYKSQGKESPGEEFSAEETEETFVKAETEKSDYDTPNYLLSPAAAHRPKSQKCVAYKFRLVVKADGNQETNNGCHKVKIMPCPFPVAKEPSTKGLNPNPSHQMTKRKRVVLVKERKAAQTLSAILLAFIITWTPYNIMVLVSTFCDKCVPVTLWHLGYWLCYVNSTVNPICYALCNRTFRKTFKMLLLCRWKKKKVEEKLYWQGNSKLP
CHRM4 PAM – CHRM4 positive allosteric modulation | activation, % at 3 µM | actives 0.4% (n = 360,000) | CHO-K1 hM4/Gqi5, Fluo-8 calcium fluorescence, ACh EC20; 0% = ACh EC20, 100% = maximal ACh | P08173;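 active = activation above its plate's cutoff, the mean activation of sample wells plus 3 SD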; note: some results filed as inactive read as strong as hits
Target sequence (P08173 whole entry, looked up): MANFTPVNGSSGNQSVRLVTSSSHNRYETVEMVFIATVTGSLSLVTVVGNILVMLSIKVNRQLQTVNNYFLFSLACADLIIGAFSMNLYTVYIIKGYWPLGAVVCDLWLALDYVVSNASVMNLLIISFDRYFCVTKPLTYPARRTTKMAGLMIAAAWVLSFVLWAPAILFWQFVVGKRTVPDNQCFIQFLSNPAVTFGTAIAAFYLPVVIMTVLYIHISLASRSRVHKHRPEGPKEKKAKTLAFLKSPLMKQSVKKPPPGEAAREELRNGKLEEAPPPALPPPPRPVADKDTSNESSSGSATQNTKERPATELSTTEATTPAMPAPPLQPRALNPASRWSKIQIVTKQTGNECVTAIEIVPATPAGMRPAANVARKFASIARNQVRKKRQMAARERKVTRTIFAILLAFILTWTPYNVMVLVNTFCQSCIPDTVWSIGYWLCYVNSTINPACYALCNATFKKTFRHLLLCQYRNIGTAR
M5 PAM – potentiates acetylcholine response at human M5 receptor | CHO-K1 hM5, Fluo-8 calcium, ACh EC20 PAM; 0% = ACh EC20, 100% = ACh EC100 | actives 0.3% (n = 360,000) | activation, % at 3 µM | P08912;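 active = activation above the run cutoff, the mean activation of all test compounds plus 3 SD, cut at about 18% in these data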
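system = human M5 receptor in CHO-K1 cells | compound = one concentration, 3 µM final (nominal) | schedule = Post-acetylcholine fluorescence recording 140 s | signal = Fluo-8 calcium dye fluorescence, kinetic read | benchmarks = low control EC20 acetylcholine (0%), high control EC100 acetylcholine (100%) | repeats = singlicate, one well per test compound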
CHO-K1 Ca antag – nonselective inhibitor or artifact in parental CHO-K1 cells; inhibition, % at 3 µM; actives 0.6% (n = 360,000); ATP-induced calcium, Fluo-8 fluorescence;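 active = inhibition above a per-plate cutoff, the plate's mean sample inhibition plus 3 SD, cut at about 24% in these data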;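 note: 0% = DMSO plus EC80 ATP and 100% = DMSO alone without ATP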
CHRM5 agonist – agonists of human muscarinic M5 receptor (CHRM5). CHO-K1 hM5 cells, Fluo-8 calcium fluorescence; 0% DMSO wells, 100% maximal acetylcholine response. activation, % at 3 µM. actives 0.19% (n = 360,000);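 active = activation above the run's mean over test compounds plus 3 SD, cut at about 23% in these data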;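 note: signal is peak over basal fluorescence ratio across the kinetic read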
CHRM4 antagonist – CHRM4 antagonism in calcium assay; P08173; AID 624125; inhibition, % at 3 µM; actives 0.73% (n = 360,000); CHO-hM4 cells, ACh EC80, Fluo-8 calcium fluorescence;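 active = inhibition above its plate's cutoff, the mean inhibition of sample wells plus 3 SD, cut at about 27% in these data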;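 note: 0% = acetylcholine EC80 with DMSO and 100% = DMSO without agonist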
CHRM4 agonist – CHRM4 agonism in calcium assay; activation, % at 3 µM; AID 624127; CHO-K1 hM4/Gqi5, Fluo-8 calcium fluorescence; vehicle 0%, full acetylcholine response 100%; actives 0.14% (n = 360,000);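 active = activation above the run mean over all test wells plus 3 SD, cut at about 32% in these data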;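 note: peak over basal fluorescence ratio per well then scaled between controls; 0% = DMSO wells and 100% = acetylcholine at EC100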
CHO-K1 Ca PAM – counter-screen for M1 PAMs: effect in parental CHO-K1 cells | ATP EC20, Fluo-8 calcium fluorescence; 0% at ATP EC20, 100% at ATP max | activation, % at 3 µM | actives 0.02% (n = 360,000) | AID 602247;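 active = activation above the run cutoff, the mean activation of all test compounds plus 3 SD, cut at about 40% in these data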;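 note: peak over basal fluorescence ratio in a 140 s read after ATP addition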
M1 ag parental – nonselective activator or artifact in parental CHO-K1 cells; Fluo-8 calcium fluorescence; scaled to maximal ATP response, vehicle zero; activation, % at 3 µM; actives 0.48% (n = 360,000); in the data active = activation above about 15%;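 note: untransfected CHO-K1 host cells lacking M1 receptor as counterscreen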
Active calls of the source: *.

SMILES	CHRM5 antagonist	CHRM4 PAM	M5 PAM	CHO-K1 Ca antag	CHRM5 agonist	CHRM4 antagonist	CHRM4 agonist	CHO-K1 Ca PAM	M1 ag parental
Cc1ccc(C(=O)N2CCN(c3cc(=O)[nH]nc3-c3ccccc3)CC2)cc1	1	2	8	3	-7	-4	0	-12	0.5
Cc1ccc(Nc2nc(N)nc(CSc3nc4ccccc4s3)n2)cc1	-4	6	2	-13	3	-10	3	15	-0.1
O=C(CCC1CCCN(C(=O)c2ccc3cc[nH]c3c2)C1)NCc1ccc(F)c(F)c1 (centres undefined)	16	0	-1	2	-2	-6	2	9	1.1
COc1cc(/C=N/Nc2ccccn2)cc(OC)c1O	-2	-2	-7	-11	-1	0	0	12	0.9
O=C(CCCCCn1c(=S)[nH]c2cc3c(cc2c1=O)OCO3)NCCc1ccccc1	4	7	-1	-5	-3	1	1	24	-0.1
COc1ccc(-c2nc3ccc(C)cn3c2Cc2ccc(C)cc2)cc1OC	7	6	4	-1	0	-8	0	-4	-0.4
CC(C)CCNC(=O)CN(Cc1ccc2c(c1)OCO2)C(=O)CCC(=O)Nc1ccccn1	1	0	2	-18	-3	-7	0	20	0.6
CC1Cc2ccccc2N1S(=O)(=O)c1cccc(C(=O)N2CCCCC2)c1 (centres undefined)	1	-1	0	-3	2	-11	2	0	0.9
C[C@@H]1CC=C[C@H]2[C@H]1C(=O)N(Cc1ccccc1)[C@H]2c1ccc(C(F)(F)F)cc1	-7	0	2	-19	-3	-6	-1	14	-0.5
[O-][n+]1onc2c1CCc1nnc(-c3ccccc3)cc1-2	5	4	0	-9	-2	4	1	-9	0.2
COc1cccc(N2CCN(C(=O)c3ccc(CS(=O)c4ccc(C)cc4)o3)CC2)c1 (centres undefined)	3	-1	-5	-1	1	-13	8	-4	2.6
CC(=O)Nc1ccc(S(=O)(=O)NCCC(=O)Nc2ncccc2C)cc1	-4	11	2	-18	4	-7	1	10	2.5
CC(=O)Nc1ccc(NC(=O)C(=O)c2cn(CC(=O)N3CCCC3)c3ccccc23)cc1	-5	7	-4	5	-4	-4	0	7	0.3
Cc1ccc(OCCOCCOc2cccc3cccnc23)c(Br)c1	-2	-4	4	-10	0	1	2	11	0.1
N#Cc1ccc2[nH]c(CO)c(-c3ccccc3)c2c1	8	6	-9	-16	5	0	12	19	5.5
CCOC(=O)c1ccc2c(c1)nc(C)n2CC	1	3	-7	2	-4	-8	1	2	0.3
O=C(c1cccc(S(=O)(=O)N2CCc3ccccc3C2)c1)N1CCN(c2ccc(O)cc2)CC1	12	-6	-14	4	2	6	7	17	7.3
CC(C)(C)c1nnc(NC(=O)c2ccc(Cl)nc2)s1	14	6	-4	-7	-2	-2	1	21	0.8
Cc1cc(Cl)c(S(=O)(=O)N2CCSCC2)cc1OCC(=O)NC1CCCCC1	4	-4	-4	7	3	6	8	-5	3.4
Cc1ccccc1C(=O)NC1CCN(CC(=O)NCc2ccc(F)cc2)CC1	2	6	-2	-16	0	-4	1	4	0.4
COc1ccc(-c2nnnn2-c2ccccc2OC)cc1	-1	10	-3	-6	-7	14	0	17	0.7
Cc1cc(NC(=O)CSc2n[nH]c(CC(C)C)n2)no1	-8	15	6	-2	-1	4	1	16	0.1
CCN(CC)S(=O)(=O)c1ccc(N=NC2=C(O)CCCC2=O)cc1	-7	-5	9	-4	-1	0	1	23	0.9
Cc1ccnc(NC(=O)c2ccc3c(c2)C(=O)N(CCC(C)C)C3=O)c1	-11	8	8	-6	3	4	1	15	0.9
CC(C)CC(COCc1ccc(F)cc1)N1CCN(C(=O)c2cccc(C(F)(F)F)c2)CCC1=O (centres undefined)	3	2	2	-9	-1	-17	3	11	-0.5
COc1cccc(OCCOc2ccc(/C=C3/SC(=S)NC3=O)cc2)c1	-4	1	1	-8	-1	-5	1	0	0.4
COc1ccc2ccccc2c1/C=N/Nc1ccc(Cl)c(C(=O)O)c1	2	6	-1	-15	-2	2	1	-7	0.6
N#Cc1c2c(c(NCCOCCO)n3c1nc1ccccc13)CCCC2	3	2	3	13	1	-6	3	-10	0.5
O=[N+]([O-])c1ccc(F)cc1OCc1cccc(S(=O)(=O)N2CCOCC2)c1	-1	-1	2	0	1	8	5	10	1.7
CCn1c(CSc2nc(C)cc(C)n2)nnc1SCC(=O)Nc1ccccc1	-1	6	-4	6	0	5	0	9	-0.1
O=[N+]([O-])c1cc(-c2nnc(C34CC5CC(CC(C5)C3)C4)o2)cc([N+](=O)[O-])c1	-3	8	-2	-9	2	8	0	13	0.1
CCOC(=O)N1CCN(C(=O)c2c[nH]c3ccc(S(=O)(=O)N(C)c4ccc(OCC)cc4)cc3c2=O)CC1	-3	5	3	-21	-2	-13	0	17	0.4
O=C(COC(=O)c1cccc(S(=O)(=O)N2CCN(c3ccccc3)CC2)c1)NCC1CCCO1 (centres undefined)	10	-2	-2	-15	2	9	4	18	5.1
CCCN(Cc1nnc(-c2ccccc2Cl)o1)C(=O)c1oc2ccccc2c1C	21	-2	-27	1	-4	6	8	7	2.1
CCOC(=O)c1cc(NC(=O)c2ccc(Cl)cc2)c(=O)oc1-c1ccccc1	-7	1	4	-7	2	0	0	18	0.4
COc1ccc(S(=O)(=O)NCc2cccnc2)cc1C(=O)N1CCCCC1	12	-8	2	-5	-1	5	0	3	0.6

Another view of some results above.
CC1Cc2ccccc2N1S(=O)(=O)c1cccc(C(=O)N2CCCCC2)c1 (centres undefined)
- CHRM5 antagonist: 1
- CHRM4 PAM: -1
- M5 PAM: 0
- CHO-K1 Ca antag: -3
- CHRM5 agonist: 2
- CHRM4 antagonist: -11
- CHRM4 agonist: 2
- CHO-K1 Ca PAM: 0
- M1 ag parental: 0.9

C[C@@H]1CC=C[C@H]2[C@H]1C(=O)N(Cc1ccccc1)[C@H]2c1ccc(C(F)(F)F)cc1
- CHRM5 antagonist: -7
- CHRM4 PAM: 0
- M5 PAM: 2
- CHO-K1 Ca antag: -19
- CHRM5 agonist: -3
- CHRM4 antagonist: -6
- CHRM4 agonist: -1
- CHO-K1 Ca PAM: 14
- M1 ag parental: -0.5

[O-][n+]1onc2c1CCc1nnc(-c3ccccc3)cc1-2
- CHRM5 antagonist: 5
- CHRM4 PAM: 4
- M5 PAM: 0
- CHO-K1 Ca antag: -9
- CHRM5 agonist: -2
- CHRM4 antagonist: 4
- CHRM4 agonist: 1
- CHO-K1 Ca PAM: -9
- M1 ag parental: 0.2

Following part.
SMILES	CHRM5 antagonist	CHRM4 PAM	M5 PAM	CHO-K1 Ca antag	CHRM5 agonist	CHRM4 antagonist	CHRM4 agonist	CHO-K1 Ca PAM	M1 ag parental
CC(C)NS(=O)(=O)c1ccc(OCC(=O)N2CCCC2)cc1	-7	-2	8	-20	-1	2	3	8	0.7
COCCN1C(=O)N[C@@H](c2cccc(C(F)(F)F)c2)[C@@H](C(=O)OC)[C@H]1C	4	9	-4	-12	2	-4	-1	13	0.2
O=C(C1CCCN1S(=O)(=O)c1ccc(Cl)c(Cl)c1)N1CCOCC1 (centres undefined)	13	-2	-3	2	-2	3	1	0	0.2
CC(C)[C@H](CN1CCC[C@H]1CN1C(N)=NC[C@H]1C(C)C)N1C[C@@H](Cc2ccccc2)N(CCCC2CCCC2)C1=N	-6	-10	-2	9	-3	-12	0	-4	-0.2
CCN(CC(=O)NCc1cccs1)C(=O)/C=C/c1cccc(Br)c1	5	-4	-1	-5	-2	-5	2	-3	1.6
COc1ccc(C)cc1NC(=O)c1ccc2c(SCC(=O)O)c3c(nc2c1)CCCC3	3	-8	3	-13	1	0	0	12	0.6
Cc1ccccc1NC(=O)C(=O)c1cn(C)c2ccccc12	-1	4	14	-9	0	-8	1	3	0.2
O=C(COC(=O)/C=C/c1ccccc1[N+](=O)[O-])Nc1ccc(S(=O)(=O)N2CCOCC2)cc1	4	1	1	-6	4	2	8	0	1.3
S=C1Nc2cc(Cl)ccc2Sc2ccccc21	1	-3	3	-5	-2	0	0	20	1.2
CCn1c(C)[n+](Cc2ccccc2)c2ccc(Cl)cc21	0	-2	5	11	-8	-4	1	-15	-0.5
COc1ccc(N)c2c1C(=O)c1ccccc1C2=O	-4	-2	0	1	0	4	0	-14	-0.3
Cc1cc(C)cc(N(CCC#N)C(=O)CSc2n[nH]c(N)n2)c1	-2	15	0	-13	3	-26	1	19	1.9

3 consecutive records already listed, for reference:
SMILES	CHRM5 antagonist	CHRM4 PAM	M5 PAM	CHO-K1 Ca antag	CHRM5 agonist	CHRM4 antagonist	CHRM4 agonist	CHO-K1 Ca PAM	M1 ag parental
CCn1c(C)[n+](Cc2ccccc2)c2ccc(Cl)cc21	0	-2	5	11	-8	-4	1	-15	-0.5
COc1ccc(N)c2c1C(=O)c1ccccc1C2=O	-4	-2	0	1	0	4	0	-14	-0.3
Cc1cc(C)cc(N(CCC#N)C(=O)CSc2n[nH]c(N)n2)c1	-2	15	0	-13	3	-26	1	19	1.9

More results follow.
SMILES	CHRM5 antagonist	CHRM4 PAM	M5 PAM	CHO-K1 Ca antag	CHRM5 agonist	CHRM4 antagonist	CHRM4 agonist	CHO-K1 Ca PAM	M1 ag parental
Cc1cccc(NC(=O)c2ccccn2)c1C	2	0	5	-21	-9	-5	0	-11	0.1
CC(=O)Nc1ccc(C(C#N)=Cc2ccc(N(C)CCC#N)cc2)cc1	6	-1	-6	2	0	1	3	-12	2.0
Cc1sc2ncn(CC(=O)NCc3ccco3)c(=O)c2c1-c1ccccc1	6	-2	-5	-2	-1	8	0	13	0.0
Cc1cc(C(=O)OCC(=O)NC(C)C)c(C)o1	1	2	-4	6	-3	-6	1	-3	0.0
COc1ccccc1/C=N/NC(=O)c1ccc(C)nc1	10	5	-1	9	4	-11	0	-7	-0.3
CCCCn1c(N)c(N(Cc2ccccc2OC)C(=O)c2cc(=O)[nH]c3ccccc23)c(=O)[nH]c1=O	3	2	-1	1	3	-1	2	-13	1.0
CCOC(=O)N1C=CC=C[C@@H]2[C@@H](N3C(=O)c4ccccc4C3=O)C(=O)N21	1	-1	-1	-6	2	1	1	11	1.0
CCOc1c(Br)cc(/C=C2\C(=O)N(CCC#N)N=C2C)cc1OC	-2	-1	4	-7	-5	-1	0	16	0.1
CCSc1nnc(NC(=O)NC(CC)(C(F)(F)F)C(F)(F)F)s1	31*	-9	-21	34*	3	8	9	-5	6.8
CC(=O)N1CC(c2ccccc2)C(c2ccc(Cl)cc2)=N1 (centres undefined)	-10	9	8	-5	-4	8	-2	11	-0.2
O=C(NN=C1CCCCCC1)NC1CCCCC1	-9	27	3	3	-3	-21	-1	10	-0.2
Cc1cc2nc(-c3cccc(NC(=O)c4ccc(Br)o4)c3)oc2cc1C	0	-1	-3	4	-2	-2	0	15	1.6
Cc1cc(C)cc(CC(=O)N2CCC2(C)C(=O)NS(=O)(=O)c2ccc(Br)cc2)c1 (centres undefined)	-4	-3	-1	1	0	4	1	5	-0.1
CCOC(=O)c1cn(CC)c2cc(N3CCOCC3)c(F)cc2c1=O	-6	1	4	0	-1	-1	1	2	-0.2
CC1=C(c2ccccc2)[N+](=O)C2(CCCC2)N1[O-]	-2	4	5	-15	-5	3	0	13	0.6
